Source: PubChem (Broad Institute)
KDM4C inh = inhibitors of GASC-1 (KDM4C) histone demethylase, primary screen, biochemical, single concentration HTS | inhibition, % at 12.5 µM | AID 720574, 2013 | GST-KDM4C 2-372, H3K9me3 peptide, LANCE TR-FRET | 96,000 compounds, 0.15% hits;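 active means mean replicate inhibition above about 25%, with at least 55% of replicates also reaching it, limit read from the data, passing the limit was not always enough; inconclusive means only one of those two conditions met; inactive means neither condition met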
Target sequence (Q9H3R0 2-372 limits assumed): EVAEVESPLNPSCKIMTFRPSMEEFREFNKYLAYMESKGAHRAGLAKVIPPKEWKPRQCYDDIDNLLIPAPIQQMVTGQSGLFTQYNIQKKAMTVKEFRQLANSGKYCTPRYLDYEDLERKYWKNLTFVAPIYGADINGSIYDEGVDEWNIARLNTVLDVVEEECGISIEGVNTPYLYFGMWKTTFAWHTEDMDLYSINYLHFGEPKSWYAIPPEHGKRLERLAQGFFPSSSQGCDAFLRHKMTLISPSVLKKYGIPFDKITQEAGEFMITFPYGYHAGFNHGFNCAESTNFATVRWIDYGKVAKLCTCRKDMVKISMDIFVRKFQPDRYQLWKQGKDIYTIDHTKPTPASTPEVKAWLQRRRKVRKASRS
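Test system: N-terminal GST-fused human GASC-1 (KDM4C) fragment, residues 2-372; quantity: GASC-1 enzyme at 10 nM final in reaction; dosing: single dose; schedule: 30 min demethylation and 1 h detection at room temperature; signal: LANCE TR-FRET, excitation 340 nm, emissions 618 and 671 nm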
C diff HTS = C. difficile growth inhibitors, primary screen, HTS. Clostridium difficile clinical isolate growth, OD600, 24 h; hits give low values. growth activity, negative = inhibition, % at 16 µg/mL (by protocol). 86,000 compounds, 0.25% hits;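 active means mean growth activity at or below -80% and every replicate also at or below -80%; inconclusive means mean at or below -80% but some replicate above -80%; inactive means mean growth activity above -80%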;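 further: 0% = DMSO wells and -100% = levofloxacin 16 µg/mL wells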
T cruzi growth = T. cruzi intracellular proliferation inhibitors, primary screen, cell-based, beta-gal Tulahuen parasites, NIH3T3 host, luminescence | T. cruzi beta-gal in NIH3T3, GalScreen luminescence, 90 h | inhibition, % at 8.34 µM | 77,000 compounds, 5.9% hits;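 active means mean inhibition above about 93%, with at least 55% of replicates each passing it, limit read from the data, passing the limit was not always enough; inconclusive means only one of those two conditions holds; inactive means neither condition holds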
Pf Dd2 growth = P. falciparum Dd2 growth inhibitors, primary screen, SYBR Green fluorescence, single dose replicates | 72 h; hits give low values | activity change, % at 10 µM | 94,000 compounds, 2.3% hits | AID 1159554, 2015; in the data active means activity change below about -80%; inconclusive means no clear call, values can overlap the other calls
Starred values were filed as active, the others as inactive; ? = inconclusive; / = not tested or not shown; & = joins results of further samples. Rows are unselected (roughly 6.8% active in at least one column).

SMILES | KDM4C inh | C diff HTS | T cruzi growth | Pf Dd2 growth
Cc1ccc(-c2ccc3c(c2)O[C@@H](CN(C)C(=O)Nc2ccc(F)cc2)[C@H](C)CN([C@@H](C)CO)S3(=O)=O)cc1 | -3.6 | -18 | 119* | -5
CNC[C@@H]1OCCCC[C@@H](C)Oc2ccc(NC(=O)Nc3ccc4c(c3)OCO4)cc2C(=O)N([C@H](C)CO)C[C@H]1C | -0.5 | -3 | 48 | -11
C/C=C/c1ccc([C@H]2[C@H](CO)N3CCCCN(S(=O)(=O)c4cccs4)C[C@@H]23)cc1 | -2.4 | 2 | 94 | -40
C[C@@H]1CN([C@H](C)CO)C(=O)c2cc(NC(=O)C3CC3)ccc2O[C@@H]1CN(C)S(=O)(=O)c1ccc(F)cc1 | -1.1 | -1 | 27 | 13
C[C@H]1CN([C@@H](C)CO)S(=O)(=O)c2ccc(C#Cc3ccccn3)cc2O[C@H]1CN(C)C | 0.8 | 6 | / | 5
COc1ccc(NC(=O)Nc2ccc3c(c2)C(=O)N([C@@H](C)CO)C[C@H](C)[C@H](CN(C)S(=O)(=O)c2cccs2)OCCCC[C@H](C)O3)cc1 | -3.7 | -6 | 61 | -51
C[C@@H]1CCCCO[C@H](CN(C)Cc2ccc3c(c2)OCO3)[C@H](C)CN([C@H](C)CO)C(=O)c2cc(NC(=O)Nc3ccc(C(F)(F)F)cc3)ccc2O1 | -0.1 | -10 | ? | ?
CCCC(=O)Nc1ccc2c(c1)OC[C@H](C)N(C(=O)c1ccccn1)C[C@@H](C)[C@@H](OC)CN(C)C2=O | 0.2 | / | 38 | 18
COc1ccc(S(=O)(=O)Nc2ccc3c(c2)C(=O)N([C@@H](C)CO)C[C@H](C)[C@@H](CN(C)Cc2ccc4c(c2)OCO4)O3)cc1 | -0.6 | -2 | / | 19
O=C(CC1CC1)N1CC(=O)N2[C@@H](CO)[C@H](c3ccc(C#Cc4cccc(F)c4)cc3)[C@@H]2C1 | -2.6 | -3 | / | 20
C[C@@H]1CN([C@H](C)CO)C(=O)c2cc(NC(=O)Cc3ccccc3)ccc2O[C@H]1CN(C)Cc1ccc(Cl)c(Cl)c1 | -0.8 | 15 | 80 | -3
Cc1cccc(S(=O)(=O)N2CCCCN3[C@H](CO)[C@H](c4ccc(C#C[C@H](C)O)cc4)[C@H]3C2)c1 | 0.7 | 6 | 106* | -47

Continued, starting with the last 4 of the part before.
SMILES | KDM4C inh | C diff HTS | T cruzi growth | Pf Dd2 growth
COc1ccc(S(=O)(=O)Nc2ccc3c(c2)C(=O)N([C@@H](C)CO)C[C@H](C)[C@@H](CN(C)Cc2ccc4c(c2)OCO4)O3)cc1 | -0.6 | -2 | / | 19
O=C(CC1CC1)N1CC(=O)N2[C@@H](CO)[C@H](c3ccc(C#Cc4cccc(F)c4)cc3)[C@@H]2C1 | -2.6 | -3 | / | 20
C[C@@H]1CN([C@H](C)CO)C(=O)c2cc(NC(=O)Cc3ccccc3)ccc2O[C@H]1CN(C)Cc1ccc(Cl)c(Cl)c1 | -0.8 | 15 | 80 | -3
Cc1cccc(S(=O)(=O)N2CCCCN3[C@H](CO)[C@H](c4ccc(C#C[C@H](C)O)cc4)[C@H]3C2)c1 | 0.7 | 6 | 106* | -47
O=C(CC1CC1)N1[C@H](CO)[C@@H](c2ccccc2)C12CN(S(=O)(=O)c1ccccc1)C2 | -1.0 | 9 | / | 24
C[C@@H]1CN([C@H](C)CO)C(=O)c2cc(NC(=O)NC3CCCCC3)ccc2O[C@H]1CN(C)Cc1ccncc1 | -0.2 | -1 | 14 | -15
CC=Cc1ccc2n(c1=O)C[C@H]1[C@H](CO)[C@@H](C(=O)NCCc3ccncc3)[C@@H]2N1CCC(F)(F)F (mixture of isomers) | 0.3 | / | 20 | /
CCCNC(=O)N1C[C@@H]2N[C@H](C1)C2c1ccc(-c2ccccc2C)cc1 (stereo partly drawn) | -0.2 | -7&-6 | / | 5&-2
COc1cccc(-c2ccc3n(c2=O)C[C@H]2[C@H](CO)[C@@H](C(=O)NC4CCCC4)N[C@@H]32)c1 | 1.1 | 4 | 88 | 2
COC(=O)[C@@H]1[C@@H](CO)[C@@H]2Cn3c(ccc(-c4ccc(F)cc4)c3=O)[C@@H]2N1C(=O)C1CC1 | 1.6 | -1 | 92 | -2
C/C=C/c1ccc([C@H]2[C@@H](CO)N(C(=O)C3CCCC3)[C@H]2CNCCC)cc1 | 0.1 | 3 | / | -77
CCCNC(=O)N(C)C[C@@H]1Oc2cc(C#CCN(C)C)ccc2S(=O)(=O)N([C@H](C)CO)C[C@H]1C | 3.7 | -7 | 64 | -15
C[C@@H]1CN([C@H](C)CO)C(=O)c2cccc(NS(=O)(=O)c3ccccc3)c2O[C@H]1CN(C)C(=O)Nc1cccc2ccccc12 | -0.4 | -7 | 15 | 17
CC(C)CC#Cc1ccc2c(c1)O[C@H](CN(C)C(=O)CC1CC1)[C@H](C)CN([C@H](C)CO)S2(=O)=O | -0.4 | 3 | / | -47
C[C@@H]1CCCCO[C@H](CN(C)S(C)(=O)=O)[C@@H](C)CN([C@H](C)CO)C(=O)c2cc(NC(=O)c3ccccc3)ccc2O1 | 0.1 | -3 | 12 | 16
COc1cccc(NC(=O)Nc2ccc3c(c2)C(=O)N(C)C[C@@H](OC)[C@@H](C)CN(CC2CC2)[C@@H](C)CO3)c1 | 3.0 | / | 13 | -43
C[C@H](NC(=O)C[C@H]1C=C[C@@H](NC(=O)c2cccnc2)[C@@H](CO)O1)c1ccccc1 | 3.1 | 0 | -3 | 9
CN(C)C(=O)C[C@H]1CC[C@H]2[C@@H](COC[C@@H](O)CN2CC2CCCCC2)O1 | -0.1 | 0&-2 | -16 | 12
CN1c2ccc(-c3cccc(F)c3)cc2[C@@H]2[C@@H](CCN2C(=O)c2ccc3c(c2)OCO3)[C@@H]1CO | -3.6 | 4 | 0 | 0
O=C(c1ccc(F)cc1)N1CC(=O)N2[C@@H](CO)[C@@H](c3ccc(C#Cc4ccc(F)cc4)cc3)[C@@H]2C1 | -0.3 | -7 | / | 7
O=C(C[C@H]1CC[C@H](NC(=O)c2cccc(F)c2)[C@H](CO)O1)Nc1nccs1 | 7.9 | / | -17 | 10
O=C(C[C@@H]1CC[C@@H](NC(=O)c2cccnc2)[C@@H](CO)O1)NCc1ccncn1 | -0.1 | 0 | -15 | 12
Cc1noc(C)c1NC(=O)N(C)C[C@H]1Oc2ccc(NC(=O)C3CCCCC3)cc2C(=O)N([C@@H](C)CO)C[C@@H]1C | -1.1 | -4 | 12 | 24
COc1ccc(S(=O)(=O)N(C)C[C@@H]2Oc3ccc(NC(=O)Nc4ccc(F)cc4)cc3C(=O)N([C@H](C)CO)C[C@H]2C)cc1 | 0.0 | / | -8 | -2
C[C@@H]1CN([C@H](C)CO)C(=O)c2cc(NC(=O)Cc3ccccc3)ccc2O[C@@H](C)CCCCO[C@H]1CN(C)C(=O)Nc1cccc2ccccc12 | -0.2 | -2 | 73 | -87*
COc1ccc(NC(=O)N(C)C[C@H]2Oc3c(NC(=O)Nc4ccc5c(c4)OCO5)cccc3C(=O)N([C@@H](C)CO)C[C@H]2C)cc1 | -2.6 | 5 | -2 | -86*
O=C(NCC[C@@H]1CC[C@H](NC(=O)c2cnccn2)[C@H](CO)O1)Nc1ccc(F)cc1 | 1.0 | 1 | 18 | 23
Cc1ccc(S(=O)(=O)Nc2ccc3c(c2)C(=O)N([C@@H](C)CO)C[C@@H](C)[C@H](CN(C)CC2CCCCC2)O3)cc1 | -3.5 | 4 | -1 | 3
C[C@H]1CN([C@@H](C)CO)C(=O)c2cc(Br)cnc2O[C@H]1CN(C)Cc1ccccc1C(=O)O | 0.0 | 0 | / | 47
CN1C(=O)c2cc(NC(=O)C3CCOCC3)ccc2OC[C@H]2O[C@@H](CC(=O)NCc3ccc4c(c3)OCO4)CC[C@@H]21 | -0.5 | 9 | -71 | /
C[C@@H]1CCCCO[C@@H](CN(C)S(=O)(=O)c2cn(C)cn2)[C@@H](C)CN([C@H](C)CO)C(=O)c2cc(N(C)C)ccc2O1 | 5.6 | 1&-4 | 47&82 | 45&31
O=C(NCc1ccc(F)cc1)[C@@H]1[C@@H](CO)[C@@H]2Cn3c(cccc3=O)[C@H]1N2C(=O)Cc1ccccn1 | -0.3 | -4 | 14 | /
O=C(Nc1ccc2c(c1)[C@@H]1C[C@@H](CC(=O)N3CCOCC3)O[C@@H](CO)[C@@H]1O2)C1CCOCC1 | -1.5 | / | -9 | 1
C[C@H](CO)N1C[C@H](C)[C@@H](CN(C)S(C)(=O)=O)OCCCC[C@H](C)Oc2ccc(NS(=O)(=O)c3ccccc3)cc2C1=O | -0.2 | 0 | 5 | 25
O=C(C1CCC1)N1CC(=O)N2[C@@H](CO)[C@@H](c3ccc(C4=CCCCC4)cc3)[C@@H]2C1 | 1.3 | 4 | / | -1
O=C(Cc1ccccc1)N[C@@H]1CC[C@@H](CC(=O)N2CCOCC2)O[C@H]1CO | 0.1 | / | -13 | -1
COCC#Cc1cnc2c(c1)C(=O)N([C@H](C)CO)C[C@H](C)[C@@H](CN(C)C(=O)Nc1ccc(OC)cc1)O2 | 1.7 | 1 | 66 | -38
O=S(=O)(c1ccc(F)cc1)N1[C@@H]2CNC[C@H]1C2c1ccc(-c2cccnc2)cc1 (stereo partly drawn) | 0.4&0.7 | -4&4 | / | -10&-6
O=S(=O)(c1ccc(F)cc1)N1CC[C@H]2[C@H](CO)Nc3ccc(Br)cc3[C@H]21 | -4.7 | -18 | 93 | 2
C[C@@H]1CN([C@@H](C)CO)C(=O)c2cc(NC(=O)CCC(F)(F)F)ccc2O[C@@H]1CN(C)Cc1ccncc1 | -1.8 | -2 | 18 | 20

Profiles, quoted from the list. Order of values: KDM4C inh, C diff HTS, T cruzi growth, Pf Dd2 growth
`C[C@@H]1CCCCO[C@@H](CN(C)S(=O)(=O)c2cn(C)cn2)[C@@H](C)CN([C@H](C)CO)C(=O)c2cc(N(C)C)ccc2O1` as listed: 5.6, 1&-4, 47&82, 45&31
`O=C(Cc1ccccc1)N[C@@H]1CC[C@@H](CC(=O)N2CCOCC2)O[C@H]1CO` as listed: 0.1, /, -13, -1

Continuation.
SMILES | KDM4C inh | C diff HTS | T cruzi growth | Pf Dd2 growth
C[C@H](CO)N1C[C@H](C)[C@H](CN(C)C(=O)Nc2cccc(F)c2)OCc2ccccc2-c2ccccc2C1=O | -0.2 | / | 17 | -54
C[C@H]1CCCCO[C@@H](CN(C)C(=O)c2ccccc2)[C@@H](C)CN([C@@H](C)CO)C(=O)c2cc(NC(=O)C3CCCCC3)ccc2O1 | 0.0 | -13 | 75 | ?
C[C@@H]1CN([C@H](C)CO)C(=O)c2cc(NC(=O)CCCCCC(=O)Nc3ccccc3N)ccc2O[C@@H]1CN(C)S(=O)(=O)c1ccc(F)cc1 | -2.7 | -1 | / | -32
C[C@@H]1CN([C@H](C)CO)C(=O)Cc2cc(NC(=O)Nc3ccc(F)cc3)ccc2O[C@H]1CN(C)C(=O)Nc1ccc(C(F)(F)F)cc1 | -1.5 | 43 | 7 | -19
COc1ccc(CN(C)C[C@@H]2OCCCC[C@H](C)Oc3ccc(NS(=O)(=O)c4cccs4)cc3C(=O)N([C@H](C)CO)C[C@H]2C)cc1 | -1.4 | 5 | 85 | -29
O=C(Nc1ccccc1)N1CCCCN2[C@@H](CO)[C@H](c3ccc(C4=CCCCC4)cc3)[C@@H]2C1 | -0.3 | 36 | ? | -43
C[C@@H]1CN([C@@H](C)CO)C(=O)c2cc(C#Cc3ccccc3F)cnc2O[C@@H]1CN(C)S(=O)(=O)c1ccccc1F | -4.9 | 3 | 98* | -61
CCCNC(=O)Nc1ccc2c(c1)OC[C@H](C)NC[C@@H](C)[C@@H](OC)CN(C)C2=O | 1.3 | -15 | 25 | /
O=C(Cc1ccccn1)NCC[C@H]1CC[C@@H](NC(=O)CN2CCOCC2)[C@@H](CO)O1 | -1.2 | -1 | / | 3
C[C@H](O)C#Cc1ccc2c(c1)O[C@@H](CN(C)C(=O)c1ccncc1)[C@@H](C)CN([C@@H](C)CO)S2(=O)=O | / | 4 | 10 | 20
COc1ccccc1S(=O)(=O)N[C@@H]1CC[C@@H](CCNC(=O)C2CC2)O[C@H]1CO | 0.9 | 4 | / | 15
C/C=C/c1ccc([C@H]2[C@@H](CN(C)C(=O)CC3CC3)N(C(=O)C3CC3)[C@H]2CO)cc1 | -1.0 | 5 | 4 | -17
C[C@H](CO)N1C[C@H](C)[C@@H](CN(C)S(=O)(=O)c2ccccc2F)Oc2cc(C#Cc3ccccc3)ccc2S1(=O)=O | -1.8 | 3 | 123* | -74
